DT40 TDP1 no CPT = qHTS for Inhibitors of human tyrosyl-DNA phosphodiesterase 1 (TDP1): qHTS in cells in absence of CPT. DT40 Tdp1-/- hTDP1 cells, no CPT, ATP luminescence, 48 h. Potency, µM (titrated, usually from 46.2 µM), for the others: at the highest dose activity change, negative = growth inhibition, hits mostly inhibitors. 420,000 compounds, 15% hits. AID 686978, 2013; note: nearly all actives have a fitted effect of over 55% in size
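Luminescent ATP content (CellTiter-Glo) served as the growth readout. Knockout chicken DT40 cells expressing human TDP1 were exposed to compounds without camptothecin for a minimum 48 hr at 37 °C.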
TDP1 block = inhibitors of human tyrosyl-DNA phosphodiesterase TDP1 | recombinant TDP1, AlphaScreen DNA substrate cleavage | Potency, µM (highest dose often 130 µM), without a hit: at the top dose activity change, negative = inhibition, actives largely listed as inhibitors | 350,000 compounds, 0.28% hits; note: nearly all actives have a fitted effect of over 40% in size
Target sequence (Q9NUW8 whole entry, looked up): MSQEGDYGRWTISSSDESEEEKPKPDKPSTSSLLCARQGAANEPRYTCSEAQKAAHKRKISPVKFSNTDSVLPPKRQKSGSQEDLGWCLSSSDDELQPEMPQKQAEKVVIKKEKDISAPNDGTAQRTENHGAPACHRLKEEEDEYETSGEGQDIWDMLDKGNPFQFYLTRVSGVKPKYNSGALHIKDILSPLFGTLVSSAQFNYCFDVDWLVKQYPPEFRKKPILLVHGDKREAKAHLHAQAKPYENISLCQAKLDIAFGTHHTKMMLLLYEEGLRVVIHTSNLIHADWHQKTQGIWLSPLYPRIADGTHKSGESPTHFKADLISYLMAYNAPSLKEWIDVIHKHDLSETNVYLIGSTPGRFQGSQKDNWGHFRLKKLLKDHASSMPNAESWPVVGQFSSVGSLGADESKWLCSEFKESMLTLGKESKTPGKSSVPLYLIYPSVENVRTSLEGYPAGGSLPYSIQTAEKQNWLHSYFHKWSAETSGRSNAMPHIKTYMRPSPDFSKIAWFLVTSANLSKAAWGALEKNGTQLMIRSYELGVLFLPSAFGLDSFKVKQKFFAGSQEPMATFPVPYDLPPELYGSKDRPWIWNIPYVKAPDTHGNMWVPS
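Recombinant E. coli-expressed Tdp1 (1 nM) preincubated with compound 15 min at RT, then 5'-biotin/3'-phosphotyrosine-FITC DNA substrate (15 nM) added for 5 min. AlphaScreen beads (10 ug/ml) added, 10 min RT; tyrosine-FITC cleavage read as signal loss.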
TDP1 cell CPT = growth inhibition of DT40 Tdp1-/-;hTDP1 cells with camptothecin (screen for TDP1 inhibitors) | Potency, µM (titrated, usually from 46.2 µM), without a hit: top-dose activity change, negative = growth inhibition, most hits filed as inhibitors | 420,000 compounds, 12% hits | AID 686979 | chicken DT40 Tdp1-/-;hTDP1 cells + 20 nM CPT, ATP luminescence, 48 h; note: nearly all actives have a fitted effect of over 55% in size
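Cell growth measured by CellTiter-Glo luminescence after a minimum 48 h, 37 C compound exposure with 20 nM CPT in Tdp1-knockout DT40 cells stably expressing hTDP1, seeded 400/well; qHTS titration format.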
The depositor's hits bear a star; ? = inconclusive; · = not tested or not shown; & = joins results of further samples; [ ] = remark or other dose. Calls come from the whole dose curve; as a rule, active = well fitted curve in the direction sought with a large enough effect; inconclusive = small, poorly fitted or top-dose-only effect, or another doubt; inactive = no such curve, though single readings can be large; an effect the other way counts as inactive or inconclusive. % is set by controls: 0 for no effect and ±100 for the full control effect; potency is the fitted concentration of half-maximal effect. This is a random part of the collection; about 18% have a hit in one of these screens.

Values run as follows: DT40 TDP1 no CPT | TDP1 cell CPT | TDP1 block
- COc1ccc2c(c1)c(CCNNC(=O)C(C)(C)C)c(C)n2C(=O)c1ccc(Cl)cc1
 : 16µM* | 23µM* | ·
- Cc1ccnc(NC(=O)c2ccc3[nH]c(=O)c(=O)[nH]c3c2)c1
 : 8% | 8% | -11%
- CCC(C)NC(=O)CSC1=Nc2ccccc2C2=NC(CC(=O)NCc3ccccc3)C(=O)N12 (stereo not drawn)
 : -15% | 3% | 0%
- O=C(Cc1ccsc1)NNC(=O)c1ccccc1O
 : ? | ? | -6%
- CCCOc1ccc(N2C(=O)CC(NNC(=O)c3ccc(COc4ccccc4)o3)C2=O)cc1 (stereo not drawn)
 : -26% | -27% | 3%
- CCn1c(Cc2ccccc2)nnc1SCC(=O)Nc1nnc(-c2ccccc2)s1
 : -18% | -14% | 4%
- COc1ccc(-c2[nH]nc3c2C(c2ccc(OC(=O)N4CCOCC4)cc2)C(C#N)=C(N)O3)cc1 (stereo not drawn)
 : 4% | -8% | 0%
- COc1ccc(-n2cc(-c3ccccc3)c3c(NC4CCCC4)ncnc32)cc1
 : 18µM* | 23µM* | 8%
- CC(C)c1cc(C(=O)NC2CCCCCC2)c2ccccc2n1
 : ? | ? | ·
- CC1(C)CC(=O)C(=CN2CCOCC2)C(=O)C1
 : -6% | 6% | -10%
- Cc1ccc(C)c(OCCC(=O)OCC(=O)N2CCN(c3ccccc3)CC2)c1
 : -20% | -28% | 3%[56.1 µM]
- Cc1[nH]n2c(=O)c3c(nc2c1-c1ccc(F)cc1)CCCC3
 : ? | 16µM* | -5%
- CC(=O)Nc1cccc(NC(=O)COc2ccc3c(c2)CCC3)c1
 : ? | ? | 3%
- O=C(COc1ccccc1)NCC(c1ccc(Cl)cc1)N1CCCCC1 (stereo not drawn)
 : ? | ? | 6%
- COc1ccccc1-c1cc2nc(C)c(CCC(=O)NCc3ccc(F)cc3)c(C)n2n1
 : ? | ? | ·
- CCC(=O)N1CCc2cc(S(=O)(=O)NC(CC(C)C)C(=O)Nc3cccc(C)c3C)ccc21 (stereo not drawn)
 : -20% | -20% | 2%
- O=C(O)CSc1nnc(-c2ccncc2)n1Cc1ccccc1
 : 1% | -15% | 6%
- COc1cccc(CN2CC(C(=O)NCCOc3ccccc3)CCC2=O)c1 (stereo not drawn)
 : 22% | 9% | 1%
- Cc1cccc(N(CC(=O)NC2CCCCC2)C(=O)Cn2nnc(-c3ccc(C)o3)n2)c1
 : ? | ? | 5%
- O=C(NNC(=S)Nc1ccccc1Cl)c1ccccc1Cl
 : ? | -15% | 9%
- COC(=O)c1ccc(CSc2ccc3nnc(-c4ccc(F)cc4)n3n2)o1
 : 21µM* | ? | 1%
- CC(=O)c1cccc(NC(=O)NC2CCCCCCC2)c1
 : -6% | -26% | 2%[56.1 µM]
- CCc1cccc(CC)c1NC(=O)COC(=O)c1ccc(F)c(S(=O)(=O)N(CC)CC)c1
 : ? | -14% | 2%
- C/C(=N\NC(=O)c1ccccc1O)c1ccc(Br)s1
 : ? | 15µM* | -1%
- Cc1cc(C)c2c(N)c(C(=O)Nc3ccc(C)c(C)c3)sc2n1
 : ? | -9% | ·
- Cc1ccc(NC(=O)C(NC2CCCc3ccccc32)c2ccccc2)c([N+](=O)[O-])c1 (stereo not drawn)
 : 23µM* | ? | 4%
- CCCC(=O)C1=C(O)C(C(=O)OC)C(C)(C)CC1=N (stereo not drawn)
 : 5% | -20% | 0%
- Cc1cc(N/C=C\c2nnnn2-c2ccccc2)no1
 : -9% | -22% | 1%
- O=c1[nH]c2cc3c(cc2cc1CN(Cc1nnnn1CC1CCCO1)C1CCCC1)OCO3 (stereo not drawn)
 : 13µM* | ? | -6%
- CN(C(=O)CCNC(=O)Cn1cnc2ccccc2c1=O)c1ccccc1F
 : -27%&-20% | 11%&7% | -3%[12.3 µM]

An excerpt from above in order of heavy-atom count, descending.
Values run as follows: DT40 TDP1 no CPT | TDP1 cell CPT | TDP1 block
- O=c1[nH]c2cc3c(cc2cc1CN(Cc1nnnn1CC1CCCO1)C1CCCC1)OCO3 (stereo not drawn)
 : 13µM* | ? | -6%
- COC(=O)c1ccc(CSc2ccc3nnc(-c4ccc(F)cc4)n3n2)o1
 : 21µM* | ? | 1%
- Cc1cc(C)c2c(N)c(C(=O)Nc3ccc(C)c(C)c3)sc2n1
 : ? | -9% | ·

(listing goes on)
Values run as follows: DT40 TDP1 no CPT | TDP1 cell CPT | TDP1 block
- O=C(CNC(=O)C(c1ccccc1)c1ccccc1)N/N=C/c1ccc(O)cc1O
 : 6.5µM* | 5.8µM* | ·
- O=S(=O)(c1ccc2nc(-c3ccco3)c(-c3ccco3)nc2c1)N1CCOCC1
 : ? | ? | 1%
- COc1ccc(C(=O)NC(=S)NCCO)cc1Br
 : -14% | ? | 6%
- C=CCOC(=O)CCC(=O)Nc1cc(OC)nc(OC)n1
 : -5% | -18% | -3%
- O=C(Cn1ncc2c3ccccc3n(Cc3ccccc3)c2c1=O)NC1CCCCCC1
 : 3.7µM* | ? | -3%
- CN(c1ccccc1)S(=O)(=O)c1cccc(C(=O)NCCc2c[nH]c3ccccc23)c1
 : ? | 15µM* | ·
- Cc1cc(NC2CCCCC2)n2c(n1)nc1ccccc12
 : ? | -10% | 5%
- Cc1ccc(S(=O)(=O)N2CCNC(=O)C2)c(C)c1
 : 3% | -1% | -2%
- Cc1ccc(NC(=O)CCC(=O)NNC(=O)COc2ccccc2)cc1C
 : -5% | -12% | 0%
- N#Cc1c(N)n(CCCN2CCOCC2)c2nc3ccccc3nc12
 : -25% | -9% | 3%
- Cc1cc(C)nc(SCc2ccc3nonc3c2)n1
 : -8% | -20% | 5%
- CCCCCCCCCCCCCCC(F)C(=O)O (stereo not drawn)
 : 9%[4.12 µM] | 4%[4.12 µM] | 5%&7%
- Cc1cc(NC(=O)c2cccc(S(=O)(=O)Nc3cccc(C(=O)O)c3)c2)no1
 : 9% | 40%[activator] | 2%[56.1 µM]
- O=CN1CCN(c2c([N+](=O)[O-])c(=O)oc3ccccc23)CC1
 : ? | -18% | ·
- Cc1ccc(C)c(N2CCN(C(=O)c3ccc4nc(-c5ccco5)c(-c5ccco5)nc4c3)CC2)c1
 : 23µM* | ? | 6%
- COc1ccc(CNC(=O)COc2cc(O)c3c(c2)OC(C)(C)CC3=O)c(OC)c1
 : ? | ? | ·
- CSCCC(NC(=O)c1ccc(C(C)(C)C)cc1)C(=O)OCC(=O)N1CCCC1=O (stereo not drawn)
 : 1% | -12% | 4%
- O=[N+]([O-])c1cccc(/C=C/C=N/Nc2nc(N3CCCCC3)nc(N3CCCCC3)n2)c1
 : ? | -25% | 4%
- Cc1ccc2nc3c(cc(C(=O)NCC4CCCO4)c(=N)n3C(C)C)c(=O)n2c1 (stereo not drawn)
 : -20% | -4% | ·
- Cc1ccc(-c2nn3c(-c4ccc(C)cc4)nnc3c3ccccc23)cc1
 : -5% | 8% | -4%

Limited to TDP1 cell CPT and DT40 TDP1 no CPT (4 entries from above):
Molecule,TDP1 cell CPT,DT40 TDP1 no CPT
Cc1cc(C)nc(SCc2ccc3nonc3c2)n1,-20%,-8%
CCCCCCCCCCCCCCC(F)C(=O)O (stereo not drawn),4%[4.12 µM],9%[4.12 µM]
Cc1cc(NC(=O)c2cccc(S(=O)(=O)Nc3cccc(C(=O)O)c3)c2)no1,40%[activator],9%
O=CN1CCN(c2c([N+](=O)[O-])c(=O)oc3ccccc23)CC1,-18%,?

Next part:
Values run as follows: DT40 TDP1 no CPT | TDP1 cell CPT | TDP1 block
- O=C(NC1CCCCC1)NC1(C(=O)NCCCN2CCOCC2)CCCCC1
 : 5% | -6% | -5%
- COc1nc(OC)nc(N2CCCCCC2)n1
 : -15% | ? | -3%
- CCc1ccc(S(=O)(=O)c2cn(C)c3cc(N4CCN(CC)CC4)c(F)cc3c2=O)cc1
 : ? | ? | 5%
- CN(CC(=O)Nc1ccccc1C(F)(F)F)C(=O)CSc1nnc(-c2ccncc2)n1C
 : 0% | 2% | 1%
- COc1cc2oc(=O)c(Br)c(C)c2c(OC)c1OC
 : 1% | -1% | 2%
- CCOc1ccc(NS(=O)(=O)c2ccc(C(=O)N3CCC3)cc2)cc1
 : -21% | -7% | ·
- Cn1c(SCC(=O)Nc2ccc(N3CCOCC3)cc2)nnc1C1CC1
 : -23% | -20% | 0%
- COc1ccccc1N1CC(O)=C(c2nc3ccccc3s2)C1=N
 : ? | ? | 5%
- COc1ccc(C(=O)N[C@H](C(=O)NCc2ccco2)C(C)C)cc1
 : ? | -18% | -3%
- Oc1ccc(C2Nc3cccc4cccc(c34)N2)cc1
 : ? | ? | 8%
- O=C(Nc1nc(-c2ccccc2)cs1)C1CCCO1 (stereo not drawn)
 : -12% | -5% | 2%
- Cc1ccc(Cl)cc1NC(=O)NC1COc2ccccc2C1 (stereo not drawn)
 : 3% | -8% | 3%
- Cc1cc(Nc2ccc3c(c2)OCCO3)n2ncnc2n1
 : 0% | -25% | -4%
- Cc1ccc(S(=O)(=O)N2CCN(C(=S)NCCc3ccccc3)CC2)cc1
 : -13% | -17% | 0%
- COc1ccc(C2/C(=C(/O)c3ccc(F)cc3)C(=O)C(=O)N2CCCN(C)C)cc1 (stereo not drawn)
 : -2% | 13% | ·
- Cn1c(SCC(=O)NCc2cccs2)nnc1-c1ccco1
 : -11% | -2% | 0%
- COc1ccc(NC(=O)CN(C)C(=O)c2ccc(-c3ccccc3Cl)o2)cc1
 : ? | -19% | ·
- O=C(CN1Cc2ccccc2OC(c2ccsc2)C1)NCc1ccc2c(c1)OCO2 (stereo not drawn)
 : ? | ? | ·
- CCN1CCN(c2ncc3c(n2)CCN(Cc2cc(Br)cs2)C3)CC1
 : 21µM* | 18µM* | 4%
- COc1cccc(C(NC(C)=O)c2nc(-c3cnn(C)c3)cs2)c1 (stereo not drawn)
 : 1% | ? | ·

Continued, overlapping the part above by 3 compounds.
Values run as follows: DT40 TDP1 no CPT | TDP1 cell CPT | TDP1 block
- O=C(CN1Cc2ccccc2OC(c2ccsc2)C1)NCc1ccc2c(c1)OCO2 (stereo not drawn)
 : ? | ? | ·
- CCN1CCN(c2ncc3c(n2)CCN(Cc2cc(Br)cs2)C3)CC1
 : 21µM* | 18µM* | 4%
- COc1cccc(C(NC(C)=O)c2nc(-c3cnn(C)c3)cs2)c1 (stereo not drawn)
 : 1% | ? | ·
- COC(=O)[C@H](Cc1ccccc1)NC(=O)NCc1ccccc1
 : -16% | -7% | 4%
- CCCN(Cc1ccccc1)C(=S)Nc1ccc(F)cc1
 : -11% | 13% | -4%
- O=C(NCc1nnc(SCc2ccc(C(F)(F)F)cc2)n1-c1ccccc1)C12CC3CC(CC(C3)C1)C2
 : 13µM* | ? | 2%
- CC1CC(=O)C2=C(C1)Nc1ccccc1N(C(=O)COc1ccccc1)C2c1ccco1 (stereo not drawn)
 : -3% | -3% | 1%
- COc1ccc(C(=O)SC2=NCCS2)cc1OC
 : 0% | -10% | 1%
- CCN(C(=O)Cn1ncc2c(=O)oc3ccccc3c21)c1ccccc1F
 : ? | -27% | 7%
- COc1ccc(C(=O)NCC(=O)N/N=C/c2ccco2)cc1OC
 : 4% | ? | 18%
- Nc1sc(-c2ccccc2)cc1-c1n[nH]c(=S)n1C1CCCCC1
 : 2.6µM* | 16µM* | -5%
- Cc1ccccc1N1CCN(Cc2cc3c(cc2[N+](=O)[O-])OCO3)CC1
 : ? | ? | ·
- O=C(Nc1cc(Br)ccc1F)c1nc[nH]c1C(=O)NCc1ccccc1
 : ? | ? | ·
- O=C(NCc1ccccc1)C1CCN(S(=O)(=O)c2ccc3[nH]c(=O)ccc3c2)CC1
 : 6% | -5% | 7%
- CC1(c2nnc(-c3cccc(Cl)c3)o2)CC(c2ccc(C#N)cc2)=NO1 (stereo not drawn)
 : 18µM* | ? | ·
- CC(=O)Nc1ccc(S(=O)(=O)NCC(=O)NNC(=O)COc2c(C)cccc2C)cc1
 : -3% | 14% | -1%
- Cc1sc2nc(Cc3ccccc3)[nH]c(=O)c2c1-c1ccccc1
 : -16% | -11% | 3%
- O=C(NCCc1ccccc1)c1cc(S(=O)(=O)N2CCCC2)ccc1F
 : -23% | -28% | 0%
- Cc1ccc(NC2=C/C(=N\S(=O)(=O)c3cccs3)c3ccccc3C2=O)c(C)c1
 : 2.6µM* | 2.6µM* | 11%
- C/C(=N/NS(=O)(=O)c1ccc(C(C)(C)C)cc1)c1ccc2c(c1)OCO2
 : 14% | 0% | 4%[56.1 µM]
- O=C(O)C1(C(=O)O)CCCC1
 : -26% | -19% | ·
- COc1ccc(C2=NS(=O)(=O)N(C)C(C(=O)N(C)Cc3ccccc3)=C2)cc1
 : ? | ? | ·
